GLD-1 RNA inh: GLD-1-TGE RNA interaction inhibition (C. elegans); Q17339; purified GLD-1 + fluorescein TGE RNA, fluorescence polarization; inhibition, % at 5.96 µM; hit rate 0.44% among 320,000;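 active means percent inhibition above a per-plate cutoff, the plate mean of test compounds plus 3 SD, cut at about 30% in these data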;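 further: 0% = DMSO wells with GLD-1 and probe and 100% = wells lacking GLD-1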
MCL1 BIM primary: inhibitors of human MCL1 binding to BIM-BH3 peptide; hit rate 0.68% among 320,000; GST-MCL1 / FITC-Bim-BH3 fluorescence polarization; Q07820; inhibition, % at 10.9 µM;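 active means inhibition above the mean inhibition of all tested compounds plus 3 SD, set per campaign, cut at about 40% in these data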;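 further: 0% = DMSO wells and 100% = unlabeled Bim-BH3 peptide control; higher means more loss of mP so more displacement of Bim peptide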
Target sequence (Q07820 whole entry, looked up): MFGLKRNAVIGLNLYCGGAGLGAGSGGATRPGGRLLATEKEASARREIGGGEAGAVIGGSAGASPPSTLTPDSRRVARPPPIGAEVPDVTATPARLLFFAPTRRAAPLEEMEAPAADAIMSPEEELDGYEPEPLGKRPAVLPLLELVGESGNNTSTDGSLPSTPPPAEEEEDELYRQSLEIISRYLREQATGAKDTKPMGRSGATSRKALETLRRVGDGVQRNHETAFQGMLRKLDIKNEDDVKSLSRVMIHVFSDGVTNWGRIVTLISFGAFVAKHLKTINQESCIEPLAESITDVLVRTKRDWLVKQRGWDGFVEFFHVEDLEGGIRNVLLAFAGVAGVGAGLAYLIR
BCLXL inh: Bcl-xL (human) inhibition. Q07817. GST-Bcl-xL / FITC-Bim BH3 peptide fluorescence polarization. inhibition, % at 10.9 µM. hit rate 0.7% among 320,000. AID 2129;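 active means inhibition above the mean of all tested compounds plus 3 SD, cutoff set per campaign, cut at about 30% in these data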;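 further: 0% = DMSO wells and 100% = unlabeled Bim-BH3 peptide competitor; inhibitors lower millipolarization by displacing the labeled peptide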
Target sequence (Q07817 whole entry, looked up): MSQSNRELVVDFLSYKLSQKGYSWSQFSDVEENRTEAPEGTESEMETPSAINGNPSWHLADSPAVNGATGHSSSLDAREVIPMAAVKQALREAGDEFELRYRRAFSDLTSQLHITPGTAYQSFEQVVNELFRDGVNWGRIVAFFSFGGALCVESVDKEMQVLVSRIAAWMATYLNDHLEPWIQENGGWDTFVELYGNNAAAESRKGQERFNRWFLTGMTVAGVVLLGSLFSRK
Fam108B inh: blocks mouse Fam108B hydrolase in RBBP9 counter-screen; recombinant Fam108B, FP-Rh probe fluorescence polarization; inhibition, % at 9.51 µM; hit rate 0.33% among 300,000; AID 1947;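 active means inhibition above the screen mean inhibition plus 3 SD, computed separately per campaign, cut at about 18% in these data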;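 further: inhibitors lower polarization as less probe binds the enzyme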
PME-1 inh: blocks human protein phosphatase methylesterase 1 | AID 2130 | hit rate 0.53% among 320,000 | Q9Y570 | inhibition, % at 5.9 µM | recombinant PME-1, FP-Rh probe fluorescence polarization;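 active means inhibition above the campaign mean of all compounds plus 3 SD, cut at about 26% in these data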;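 further: competitive labeling of PME-1 active site by serine hydrolase directed probe; 0% = PME-1 with DMSO and 100% = wells lacking PME-1 enzyme; inhibitors block probe labeling so polarization falls and inhibition rises; many of its hits are not listed in these tables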
MEX-5 binding: C. elegans MEX-5 TCR-2 RNA binding activity; Q9XUB2; activity score (negative = inhibition of binding), % at 10 µM; AID 1832; hit rate 0.38% among 300,000; MEX-5/FITC-TCR2 RNA binding, fluorescence polarization; active compounds read low;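 active means inhibition past about -25% in most replicates, and total fluorescence under double the plate's negative control median, limit read from the data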;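 further: 0% = DMSO and -100% = 5 µM competing unlabeled TCR2 RNA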
GSTO1 counter: GSTO1 inhibition, counter-screen for RBBP9 inhibitors; inhibition, % at 5.96 µM; recombinant GSTO1, activity-based probe fluorescence polarization; AID 1974; hit rate 1.1% among 300,000;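 active means inhibition above the campaign mean inhibition plus 3 SD, cut at about 35% in these data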;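 further: 0% = GSTO1-1 with DMSO and 100% = wells lacking GSTO1-1 enzyme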
Target sequence (P78417 whole entry, looked up): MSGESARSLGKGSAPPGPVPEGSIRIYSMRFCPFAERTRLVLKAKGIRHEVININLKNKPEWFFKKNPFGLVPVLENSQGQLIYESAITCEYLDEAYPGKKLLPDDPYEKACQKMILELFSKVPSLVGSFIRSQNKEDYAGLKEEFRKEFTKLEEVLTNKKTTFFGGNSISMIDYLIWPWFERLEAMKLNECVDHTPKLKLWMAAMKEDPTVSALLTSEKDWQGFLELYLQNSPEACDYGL
PAD4 inh: blocks human protein arginine deiminase 4; Q9UM07; recombinant PAD4, RCA probe fluorescence polarization; inhibition, % at 6.36 µM; hit rate 0.41% among 330,000; AID 485272;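 active means percent inhibition above a cutoff equal to the mean of all tested compounds plus 3 SD, cut at about 15% in these data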;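 further: 0% = PAD4 with RCA probe and DMSO and 100% = probe without PAD4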
TPT1 inhibitor: C. albicans TPT1 enzyme inhibition; recombinant caTPT1, FP RNA substrate dephosphorylation; inhibition, % at 5 µM; hit rate 0.81% among 300,000; AID 1962;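 active means inhibition above the mean of all tested compounds plus 3 SD, set per screening campaign, cut at about 24% in these data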;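 further: plate controls were DMSO alone for no effect and ferristatin control at 100 nM for full effect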
The depositor's hits bear a star; nt = no result given.

SMILES | GLD-1 RNA inh | MCL1 BIM primary | BCLXL inh | Fam108B inh | PME-1 inh | MEX-5 binding | GSTO1 counter | PAD4 inh | TPT1 inhibitor
S=C(NCc1ccco1)NCC1CCCO1 (configuration not stated) | 8 | 6 | -1 | 6 | 2 | 0.5 | 3 | -3 | -1
COc1ccc(CC(=O)n2nc(-c3cccnc3)nc2N)cc1 | 3 | -3 | 4 | -2 | 7 | 1.5 | -3 | -2 | -3
COc1cc(NC(=O)C2=C(N3CCOCC3)/C(=C\c3ccc(N(C)C)cc3)CCC2)cc(OC)c1OC | -20 | -28 | -13 | 12 | 15 | 1.2 | 2 | -1 | 32*
CCOc1ccccc1CNCCNC(=O)c1nonc1N | 8 | 2 | 2 | -2 | 3 | 4.1 | 18 | -2 | -1
Cc1ccsc1/C=N/Nc1cccc(C(=O)O)c1 | 4 | 7 | 7 | 2 | 9 | 0.0 | 0 | 0 | -1
O=C(O)Cc1c[nH]c2ccccc12 | 2 | 7 | 3 | -1 | -6 | -0.1 | 2 | -2 | -5
Cc1ccccc1NC(=O)c1cc(=O)c2ccccc2o1 | 3 | -3 | 0 | -2 | 2 | 1.0 | 6 | 0 | -2
COCCn1c(=O)c2cc3c(=O)n(CCOC)c(=O)c3cc2c1=O | 6 | 3 | 2 | 1 | -1 | -0.9 | -4 | 1 | -3
CCOC(=O)c1cnc2cc(C)nn2c1C | -1 | 17 | 10 | 3 | 3 | 5.2 | 8 | 0 | 0
CCCC(=O)c1ccc(N2CCCC2)c(F)c1 | 2 | 14 | 9 | -1 | -4 | 0.5 | -2 | -1 | -4
O=C(CCN1C(=O)/C(=C/c2ccco2)SC1=S)Nc1ccc(C(=O)O)c(O)c1 | -5 | 65* | 25 | 11 | -25 | -20 | 20 | -9 | 14
CN(C)S(=O)(=O)Oc1ccc(C(=O)Nc2ccc([N+](=O)[O-])cc2)cc1 | 0 | 9 | 5 | -1 | 2 | 1.8 | 4 | 1 | 1
COCCNC(=O)CN(C(=O)c1ccc(N2CCCC2)nc1)c1ccccc1 | 1 | 2 | 3 | 7 | 4 | 1.1 | 3 | -7 | 0
CCCCC(CC)COC(=O)C(C#N)=C(c1ccccc1)c1ccccc1 (configuration not stated) | 7 | 1 | 2 | nt | -5 | nt | nt | 1 | nt
O=C(c1ccc(-n2c(SCc3cc(F)ccc3F)nc3ccccc3c2=O)cc1)N1CCOCC1 | 3 | 5 | 8 | 9 | -2 | 0.9 | 3 | -2 | -4
CCOc1ccccc1C1CC(=O)Nc2cc3c(cc21)OCO3 (configuration not stated) | -4 | 0 | 5 | 6 | 4 | -0.5 | 7 | 2 | -1
Cc1onc(-c2c(Cl)cccc2Cl)c1NC(=O)NNc1ccccn1 | 2 | 3 | 5 | 2 | 0 | 1.6 | 4 | -1 | 2
CCN1CCN(P2(=O)C=C(c3ccccc3)OC(c3ccccc3)=C2)CC1 | 9 | 3 | 3 | 0 | 5 | 0.0 | 3 | 5 | -2
COc1ccc(/C=C(/NC(=O)c2ccco2)C(=O)N2CCOCC2)cc1 | 3 | 11 | 12 | 5 | 1 | 2.4 | 4 | -1 | -1
CCC1CCCCN1S(=O)(=O)c1ccccc1 (configuration not stated) | 0 | -4 | 3 | 4 | 1 | 0.1 | -2 | -5 | 4
C#CCOCCOCCOCCNc1nc(N2CCN(C(=O)CCCCCCCCCCNC(=O)[C@@H](CCSC)n3cc(CCO)nn3)CC2)nc(N2CCN(C(=O)CCCCCCCCCCNC(=O)[C@H](CO)n3cc(CCCCCN)nn3)CC2)n1 | -5 | 5 | 3 | -3 | -1 | nt | -4 | -6 | -3
Cc1nc(NC(=O)CN2CC(C)OC(C)C2)sc1C(=O)N(C)C (configuration not stated) | -4 | 5 | 1 | 4 | -1 | -0.6 | 3 | -2 | 1
O=C1NC(=O)C(CC(=O)N(Cc2ccco2)C2(C(=O)NC3CCCCC3)CCCCC2)N1 (configuration not stated) | 9 | -3 | 1 | -5 | 2 | nt | 6 | -10 | 3
NC(=O)CC(NC(=O)c1ccc(Br)cc1)c1ccc(NCCc2ccc(F)cc2)c([N+](=O)[O-])c1 (configuration not stated) | -8 | -24 | -8 | 0 | -1 | 2.0 | 0 | 5 | 8
CCOC(=O)[C@H]1[C@H]2COc3ccccc3[C@@H]2N2C(=O)c3cc(C)ccc3NC(=O)[C@@]12C | 10 | 3 | 4 | 1 | -2 | nt | -1 | -2 | 1
COc1ccc(C(=O)CC(=O)c2ccc(C)cc2)c(O)c1 | 1 | 0 | 6 | 1 | -2 | 0.4 | 11 | 3 | -1
Cc1cc2ncn(C(=O)c3c(-c4ccccc4Cl)noc3C)c2cc1C | -5 | -8 | -2 | -1 | 10 | -0.2 | -1 | 0 | -3
Cc1nn(CCC#N)c(NC(=O)c2ccc(Cl)cc2)c1P(=O)(Nc1ccc([N+](=O)[O-])cc1)N1CCOCC1 (configuration not stated) | 5 | 9 | 6 | -4 | 3 | -2.1 | -2 | -3 | 1
CN(C)C(=O)c1ccc2c(c1)C1C3CCC(C3)C1C(c1ccccc1)N2 (configuration not stated) | 13 | -4 | -4 | 4 | 8 | 1.3 | -1 | -4 | 1
O=C(CN(c1cccc(C(F)(F)F)c1)S(=O)(=O)c1ccc(Cl)c([N+](=O)[O-])c1)NCc1ccc(F)cc1 | 2 | -7 | 1 | -9 | 4 | 0.0 | 12 | 0 | 3
CC(NC(=O)C[n+]1cccc(Br)c1)c1ccccc1 (configuration not stated) | -8 | -5 | 2 | -3 | -6 | -0.9 | -3 | 3 | 2
COCCn1nnnc1C(C(C)C)N1CCN(C(=O)c2ccco2)CC1 (configuration not stated) | 8 | 4 | 0 | 11 | -10 | -8.5 | -12 | 3 | -6
O=C(O)CC1=C(Nc2ccccc2)C(=O)N(c2ccccc2)C1c1ccc(Cl)cc1 (configuration not stated) | 1 | -4 | 1 | -2 | 1 | 1.7 | -14 | 0 | 2
COC(=O)C1C(=O)C(C(=O)c2ccccc2)C(=O)CC1(C)C (configuration not stated) | 5 | 2 | 5 | 1 | 4 | -1.2 | -4 | 1 | -2
COc1ccc2cnn(CCOc3ccccc3)c(=O)c2c1OC | -8 | -1 | 4 | 1 | 3 | 2.7 | -5 | -1 | 4
COc1ccc(CC(=O)Nc2ccc(-c3noc(-c4cc(OC)c(OC)c(OC)c4)n3)cc2)cc1 | -2 | -10 | 3 | -6 | 0 | nt | 5 | -2 | -1
Cc1cc(C(=O)N2CCCC(N3CCN(c4cccc(Cl)c4)CC3)C2)nn1C (configuration not stated) | -5 | 14 | 5 | 3 | 2 | -1.2 | 4 | 1 | -1
Cn1c(=O)n(CCC(=O)O)c2ccccc21 | 1 | 6 | 2 | -3 | 0 | 0.3 | 2 | 1 | -2
O=Cc1ccc(-n2nncc2-c2ccc([N+](=O)[O-])cc2)cc1 | 8 | 3 | 7 | 1 | -2 | -0.4 | 4 | -1 | -2
Cc1ccc(NC(=O)/C=C/c2ccc(Cl)cc2)nc1 | 6 | -5 | -2 | -5 | -8 | -2.9 | -5 | -2 | 3
CCN(CC)S(=O)(=O)c1cc(NC(=O)CO/N=C(\N)c2ccccc2Cl)ccc1C | 5 | 2 | -1 | nt | -5 | nt | nt | 1 | nt
COc1ccc(-c2c(C)nn3c(NC4CCCC4)cc(C)nc23)cc1OC | -9 | 6 | 4 | -2 | 14 | -0.5 | 9 | 1 | 0
O=C(NNC(=O)C1CC1)c1ccc(-c2ccccc2)cc1 | 5 | 4 | 4 | 0 | 4 | 2.0 | 5 | 3 | -1
CCc1ccc(C2=NN(CCC(=O)NC(C)c3ccc4c(c3)OCCO4)C(=O)CC2)cc1 (configuration not stated) | 5 | 0 | 0 | 4 | -7 | -0.4 | -3 | -2 | -2
CCOc1ccc(NC(=O)CN(C)C(=O)c2ccccc2CCc2ccccc2)cc1OCC | 4 | -1 | 2 | 0 | 7 | 2.2 | 2 | -1 | 1
O=C1C(NS(=O)(=O)c2cccs2)=C(N2CCOCC2)C(=O)c2ccccc21 | -9 | 5 | 1 | 2 | 4 | -3.9 | 7 | -10 | -3
O=C(COC(=O)/C=C/c1cccc(Cl)c1)NCCC1=CCCCC1 | 2 | 3 | 2 | -3 | -4 | 0.7 | -12 | -1 | 0
Cc1onc(-c2ccccc2)c1C(=O)OCC(=O)Nc1ccc(Cl)cc1 | 4 | 5 | -3 | nt | -11 | nt | nt | -5 | nt

MCL1 BIM primary: entries above that show a hit.
compound	GLD-1 RNA inh	MCL1 BIM primary	BCLXL inh	PME-1 inh	MEX-5 binding	PAD4 inh	TPT1 inhibitor
O=C(CCN1C(=O)/C(=C/c2ccco2)SC1=S)Nc1ccc(C(=O)O)c(O)c1	-5	65*	25	-25	-20	-9	14

Remaining list, next part.
SMILES | GLD-1 RNA inh | MCL1 BIM primary | BCLXL inh | Fam108B inh | PME-1 inh | MEX-5 binding | GSTO1 counter | PAD4 inh | TPT1 inhibitor
Cc1ccnc2nc(C(=O)OCCOc3ccccc3)nn12 | 4 | -3 | 0 | 1 | -13 | -8.3 | 3 | -5 | 0
N#CC1=C(N)NC(SCC(=O)Nc2ccccc2)=C(C#N)C12CCCC2 | -4 | 7 | 5 | -1 | 3 | 0.9 | -11 | -6 | -4
Cc1ccc2nc(NCc3ccccc3)[nH]c2c1 | 2 | -1 | 8 | -3 | -1 | -2.3 | 6 | -6 | 0
CCOc1ccccc1NC(=O)CCCNC(=O)c1ccc(Cl)cc1 | 4 | -11 | -14 | 3 | 12 | -0.3 | 3 | 3 | 0
CCc1ccccc1NC(=O)COc1ccc2c(=O)c(Oc3cc(C)ccc3C)coc2c1 | 4 | 9 | 5 | 0 | 7 | 0.3 | 0 | -2 | -1
CC(C)C(NC(=O)c1c(F)cccc1F)C(=O)OCN1C(=O)c2ccccc2C1=O (configuration not stated) | -6 | 3 | 0 | nt | 1 | nt | nt | -3 | nt
O=C(Nc1cccc2c1N(C(=O)c1ccco1)CCC2)c1ccco1 | -5 | -4 | 4 | 1 | 2 | 0.0 | -9 | 5 | -4
CCNC(=O)NC(=O)C(C)OC(=O)C1CCN(S(=O)(=O)c2ccccc2C(=O)OC)CC1 (configuration not stated) | 7 | -1 | 3 | 2 | 2 | 1.0 | -5 | -4 | 1
O=C(Nc1cc(Cl)cc(Cl)c1)c1cccc(OC(F)F)c1 | 2 | -2 | 2 | -20 | -37 | -0.5 | -14 | 1 | 0
Cc1cccc(C(=O)N2c3ccccc3C(=O)OC2c2ccc3c(c2)OCO3)c1 (configuration not stated) | -3 | 10 | 8 | 5 | 4 | -0.6 | -10 | -4 | -6
O=C(CN(Cc1ccccc1Cl)C(=O)c1ccc(CN2CCOCC2)o1)NCc1ccccc1 | -7 | 0 | -1 | -2 | 6 | 0.7 | -7 | -1 | 0
COc1ccccc1CNS(=O)(=O)c1ccc2c(c1)NC(=O)C(C)S2 (configuration not stated) | 2 | 8 | 7 | 1 | 5 | 0.3 | 26 | 0 | -4

Another view of part of the listing above:
Molecule	GLD-1 RNA inh	MCL1 BIM primary	BCLXL inh	Fam108B inh	PME-1 inh	MEX-5 binding	GSTO1 counter	PAD4 inh	TPT1 inhibitor
CCNC(=O)NC(=O)C(C)OC(=O)C1CCN(S(=O)(=O)c2ccccc2C(=O)OC)CC1 (configuration not stated)	7	-1	3	2	2	1.0	-5	-4	1
O=C(Nc1cc(Cl)cc(Cl)c1)c1cccc(OC(F)F)c1	2	-2	2	-20	-37	-0.5	-14	1	0

Source: PubChem BioAssay

Only part of the results is shown; count on the stated rates, not on these rows.
